# Source: PubChem
# NSD2 inh: inhibitors of human NSD2 methyltransferase; inhibition, % at 12.5 µM; 44,000 compounds, 0.07% hits; O96028; NSD2-SET H3K36me1 DELFIA fluorescence, biochemical; AID 624260; in the data active = inhibition above about 54%, passing the limit was not always enough;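 also: inhibitors reduce the monomethyl H3K36 fluorescence signal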
# Target sequence (O96028 whole entry, looked up): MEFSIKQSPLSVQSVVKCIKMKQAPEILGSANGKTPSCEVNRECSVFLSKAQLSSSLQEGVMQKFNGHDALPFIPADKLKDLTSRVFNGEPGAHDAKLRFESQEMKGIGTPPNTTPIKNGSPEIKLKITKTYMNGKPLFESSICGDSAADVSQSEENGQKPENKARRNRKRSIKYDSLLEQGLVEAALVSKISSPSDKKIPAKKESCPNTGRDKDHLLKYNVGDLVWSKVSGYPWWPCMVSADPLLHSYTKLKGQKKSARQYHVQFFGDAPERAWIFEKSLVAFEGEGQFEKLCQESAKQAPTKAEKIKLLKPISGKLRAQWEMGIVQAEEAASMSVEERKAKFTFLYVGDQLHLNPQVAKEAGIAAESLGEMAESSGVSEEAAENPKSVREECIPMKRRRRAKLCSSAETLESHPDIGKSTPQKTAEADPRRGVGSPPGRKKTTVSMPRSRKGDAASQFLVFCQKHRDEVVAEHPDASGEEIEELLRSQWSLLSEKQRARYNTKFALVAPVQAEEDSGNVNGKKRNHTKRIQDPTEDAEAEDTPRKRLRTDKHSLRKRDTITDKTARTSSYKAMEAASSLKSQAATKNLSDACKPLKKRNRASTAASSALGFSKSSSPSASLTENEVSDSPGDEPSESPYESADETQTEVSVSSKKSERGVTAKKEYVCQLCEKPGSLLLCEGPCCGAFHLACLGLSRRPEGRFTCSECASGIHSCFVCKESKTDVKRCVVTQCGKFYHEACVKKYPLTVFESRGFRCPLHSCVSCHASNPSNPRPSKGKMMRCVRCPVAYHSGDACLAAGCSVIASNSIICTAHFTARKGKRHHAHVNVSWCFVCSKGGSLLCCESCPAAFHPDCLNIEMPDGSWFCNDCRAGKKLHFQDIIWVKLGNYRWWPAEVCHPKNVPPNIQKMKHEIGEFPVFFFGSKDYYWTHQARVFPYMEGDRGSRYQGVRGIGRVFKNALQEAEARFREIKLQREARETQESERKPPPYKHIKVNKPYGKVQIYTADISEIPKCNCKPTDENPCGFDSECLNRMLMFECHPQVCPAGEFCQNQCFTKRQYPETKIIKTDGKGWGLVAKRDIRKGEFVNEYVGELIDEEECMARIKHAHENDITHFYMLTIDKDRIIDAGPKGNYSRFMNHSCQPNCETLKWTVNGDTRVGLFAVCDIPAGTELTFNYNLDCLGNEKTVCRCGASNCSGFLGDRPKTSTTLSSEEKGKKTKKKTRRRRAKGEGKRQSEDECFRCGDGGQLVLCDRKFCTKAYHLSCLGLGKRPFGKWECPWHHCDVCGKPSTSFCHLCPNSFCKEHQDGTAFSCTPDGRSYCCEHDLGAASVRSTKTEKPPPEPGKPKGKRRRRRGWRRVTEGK
# The depositor's hits bear a star. The list is partial. The share of hits here may be higher or lower than overall.
SMILES,NSD2 inh
Oc1c(C(Nc2ccccn2)c2cccc(OC3CCCC3)c2)ccc2cccnc12 (stereo unspecified),-4
C[C@H]1CN([C@@H](C)CO)C(=O)c2cccc(NC(=O)CCCCCC(=O)Nc3ccccc3N)c2O[C@H]1CN(C)Cc1ccc(-c2ccccc2)cc1,-2
COc1cc(/C=C/C(=O)CC(=O)/C=C/c2ccc(O)c(OC)c2)ccc1O,-4
O=C(CCCCC(=O)N/N=C/c1ccc(-c2cccc(Cl)c2)o1)NO,-6
C[C@@H]1CN([C@H](C)CO)C(=O)c2cccc(NC(=O)Nc3cccc4ccccc34)c2O[C@@H]1CN(C)C(=O)Nc1ccc(F)cc1,39
O=C(C[C@@H]1CC[C@@H](NC(=O)Nc2ccc(F)cc2)[C@@H](CO)O1)NCc1cccc(F)c1,-2
C[C@H](CO)N1C[C@H](C)[C@@H](CN(C)CC2CCCC2)Oc2ncc(-c3ccc(F)cc3)cc2C1=O,-3
C[C@H](CO)N1C[C@H](C)[C@H](CN(C)C(=O)Nc2cccc(F)c2)Oc2ncc(C3=CCCCC3)cc2C1=O,-6
Cc1ccc(S(=O)(=O)N(C)C[C@@H]2Oc3ccc(NC(=O)CCCCCC(=O)Nc4ccccc4N)cc3CC(=O)N([C@H](C)CO)C[C@@H]2C)cc1,0
CN(C)CCC(C)(O)Cc1ccccc1 (stereo unspecified),-5

# 5 compounds picked at random from the list so far, as already listed:
SMILES,NSD2 inh
O=C(CCCCC(=O)N/N=C/c1ccc(-c2cccc(Cl)c2)o1)NO,-6
CN(C)CCC(C)(O)Cc1ccccc1 (stereo unspecified),-5
Cc1ccc(S(=O)(=O)N(C)C[C@@H]2Oc3ccc(NC(=O)CCCCCC(=O)Nc4ccccc4N)cc3CC(=O)N([C@H](C)CO)C[C@@H]2C)cc1,0
C[C@H]1CN([C@@H](C)CO)C(=O)c2cccc(NC(=O)CCCCCC(=O)Nc3ccccc3N)c2O[C@H]1CN(C)Cc1ccc(-c2ccccc2)cc1,-2
COc1cc(/C=C/C(=O)CC(=O)/C=C/c2ccc(O)c(OC)c2)ccc1O,-4

# Next entries.
SMILES,NSD2 inh
COC(=O)c1ccc(/C=N/NC(=O)c2ccc(C(=O)NO)cc2)cc1,1
O=C(C[C@H]1C[C@@H]2c3cc(NC(=O)C4CCOCC4)ccc3O[C@@H]2[C@@H](CO)O1)NCc1ccccc1,1
C[C@@H]1CN([C@H](C)CO)C(=O)Cc2cc(NC(=O)Cn3cnnn3)ccc2O[C@H]1CN(C)C(=O)Nc1ccc2c(c1)OCO2,2
Cn1c(=O)c2c(ncn2CC(=O)Nc2ccncc2)n(C)c1=O,2
C[C@@H]1CN([C@H](C)CO)C(=O)c2cc(NC(=O)Cn3cnnn3)ccc2O[C@@H]1CN(C)C(=O)NC1CCCCC1,5
C[C@H]1CN([C@@H](C)CO)S(=O)(=O)c2ccc(-c3cccc(C#N)c3)cc2O[C@H]1CN(C)Cc1ccccn1,-6
CC1(C)[C@H]2CC=C(/C=N\NC(=O)CCCCCCC(=O)Nc3ccccc3O)[C@@H]1C2,3
CNC[C@H]1Oc2ccc(NC(=O)C3CC3)cc2CC(=O)N([C@@H](C)CO)C[C@@H]1C,0
COc1ccc(S(=O)(=O)Nc2ccc3c(c2)C(=O)N([C@H](C)CO)C[C@@H](C)[C@H](CN(C)S(=O)(=O)c2cn(C)cn2)O3)cc1,0
CS(=O)(=O)Nc1ccc2c(c1)[C@H]1C[C@@H](CC(=O)NCc3ccccn3)O[C@H](CO)[C@H]1O2,-1
Cc1ccc(S(=O)(=O)Nc2ccc3c(c2)C(=O)N([C@H](C)CO)C[C@@H](C)[C@H](CN(C)Cc2ccc(Cl)c(Cl)c2)OCCCC[C@@H](C)O3)cc1,-2
O=C(C[C@H]1C=C[C@@H](NC(=O)Nc2ccccc2F)[C@H](CO)O1)NCc1ccc(F)cc1,-2
C[C@@H]1CN([C@H](C)CO)C(=O)c2cc(-c3ccncc3)cnc2O[C@H]1CN(C)C(=O)c1ccccc1F,-4
COc1ccc(NC(=O)N(C)C[C@@H]2OCCCC[C@H](C)Oc3ccc(NC(=O)NC(C)C)cc3C(=O)N([C@@H](C)CO)C[C@@H]2C)cc1,9
C[C@H](CO)N1C[C@H](C)[C@H](CN(C)C(=O)c2ccncc2)OCCCC[C@H](C)Oc2ccc(NC(=O)NC3CCCCC3)cc2C1=O,3
C[C@H](CO)N1C[C@H](C)[C@@H](CN(C)C(=O)C2CCC2)Oc2ncc(-c3ccc(F)cc3)cc2C1=O,-4
C[C@H]1CN([C@@H](C)CO)C(=O)Cc2cc(NC(=O)Cc3cn(C)c4ccccc34)ccc2O[C@@H]1CN(C)C,-8
C[C@H](CO)N1C[C@H](C)[C@H](CN(C)S(=O)(=O)c2cn(C)cn2)Oc2c(NS(=O)(=O)c3cn(C)cn3)cccc2C1=O,6
C[C@H]1CN([C@@H](C)CO)C(=O)Cc2cc(NC(=O)CCCCCC(=O)Nc3ccccc3N)ccc2O[C@@H]1CN(C)C(=O)Nc1ccc(F)cc1,1
CC(C)c1ccc2c(c1)CCC1[C@](C)(C(=O)O)CCC[C@]21C (stereo partly specified),-2
C[C@@H]1CN([C@@H](C)CO)S(=O)(=O)c2ccc(Br)cc2O[C@H]1CN(C)Cc1cncnc1,-2
C[C@@H]1CN([C@@H](C)CO)C(=O)Cc2cc(NC(=O)C3CCCCC3)ccc2O[C@H]1CN(C)S(=O)(=O)c1cccs1,0
COC(=O)CCCCCCC(=O)N/N=C/c1ccc([N+](=O)[O-])s1,3
COc1ccc(-c2ccc3c(c2)O[C@H](CN(C)CC2CCOCC2)[C@@H](C)CN([C@@H](C)CO)S3(=O)=O)cc1,7
C[C@H]1CCCCO[C@H](CN(C)Cc2ccc3c(c2)OCO3)[C@@H](C)CN([C@@H](C)CO)C(=O)c2cc(NS(=O)(=O)c3cccs3)ccc2O1,5
C[C@@H]1CN([C@@H](C)CO)C(=O)Cc2cc(NC(=O)Nc3ccc(F)cc3)ccc2O[C@H]1CN(C)Cc1ccc(Cl)c(Cl)c1,-7
COc1ccc(C#Cc2ccc3c(c2)[C@]2(C(=O)N3)[C@H](C(=O)N3CCN(c4ncccn4)CC3)[C@H]3C(=O)O[C@H](c4ccccc4)[C@H](c4ccccc4)N3[C@@H]2c2ccc(OCCO)cc2)cc1,10
COc1ccc(NC(=O)Nc2ccc3c(c2)C(=O)N([C@H](C)CO)C[C@H](C)[C@H](CN(C)Cc2ccc(C(=O)Nc4ccccc4N)cc2)OCCCC[C@@H](C)O3)cc1,-4
CC(C)C#Cc1ccc2c(c1)O[C@@H](CN(C)C(=O)c1ccccn1)[C@@H](C)CN([C@H](C)CO)S2(=O)=O,0
C[C@H]1CCCCO[C@@H](CN(C)Cc2ccc3c(c2)OCO3)[C@@H](C)CN([C@@H](C)CO)C(=O)c2cc(NC(=O)c3ccccc3)ccc2O1,3
C[C@@H]1CN([C@H](C)CO)C(=O)c2cccc(NC(=O)C3CCOCC3)c2O[C@@H]1CN(C)C(=O)Nc1ccc2c(c1)OCO2,2
CC(C)NC(=O)N(C)C[C@H]1Oc2cc(C#Cc3ccc(F)cc3)ccc2S(=O)(=O)N([C@@H](C)CO)C[C@@H]1C,-5
C[C@H]1CN([C@@H](C)CO)C(=O)c2cccc(NC(=O)CCCCCC(=O)Nc3ccccc3N)c2O[C@@H]1CN(C)Cc1ccncc1,-2
COc1cccc(-c2cnc3c(c2)C(=O)N([C@@H](C)CO)C[C@H](C)[C@H](CN(C)C(=O)CC2CC2)O3)c1,-5
COCC#Cc1cnc2c(c1)C(=O)N([C@@H](C)CO)C[C@@H](C)[C@H](CN(C)C(=O)CN1CCOCC1)O2,2
COc1ccc(S(=O)(=O)Nc2ccc3c(c2)CC(=O)N([C@@H](C)CO)C[C@H](C)[C@H](CN(C)S(=O)(=O)c2ccc(OC)cc2)O3)cc1,3
CCOc1ccc(OCC)c(S(=O)(=O)NC2CC(C)(C)NC(C)(C)C2)c1,-3
C[C@H]1CCCCO[C@@H](CN(C)Cc2ccc3c(c2)OCO3)[C@@H](C)CN([C@@H](C)CO)C(=O)c2cc(N(C)C)ccc2O1,6
C[C@@H]1CN([C@@H](C)CO)C(=O)Cc2cc(NC(=O)CCCN(C)C)ccc2O[C@H]1CN(C)C(=O)Nc1ccc(F)cc1,5
Cc1ccc(-c2cnc3c(c2)C(=O)N([C@H](C)CO)C[C@@H](C)[C@@H](CN(C)C)O3)cc1,6
COc1ccc(CN(C)C[C@@H]2Oc3ccc(NC(=O)Nc4ccccc4)cc3C(=O)N([C@@H](C)CO)C[C@@H]2C)cc1,-1
CS(=O)(=O)Nc1ccc2c(c1)[C@H]1C[C@H](CC(=O)N3CCCCC3)O[C@H](CO)[C@H]1O2,5
CNC[C@H]1Oc2c(NS(=O)(=O)c3cccs3)cccc2C(=O)N([C@H](C)CO)C[C@@H]1C,-2
C#CCN(CC=C(C)C)[C@H](CO)c1ccccc1,1
O=C(NCCN1CCOCC1)c1cc(-n2cnnc2)ccc1Cl,-3
Cc1ccc(C(=O)C2C(=O)C(=O)N(CCN(C)C)C23C(=O)N(C)c2ccccc23)cc1 (stereo unspecified),-7
C[C@H]1CN([C@@H](C)CO)C(=O)c2cc(-c3ccc(C(=O)N(C)C)cc3)cnc2O[C@@H]1CN(C)C(=O)c1cccnc1,-6
C[C@@H]1CN([C@H](C)CO)C(=O)Cc2cc(NC(=O)CCN3CCOCC3)ccc2O[C@H]1CN(C)Cc1ccc(C(=O)Nc2ccccc2N)cc1,-4
C[C@H](CO)N1C[C@H](C)[C@@H](CN(C)C(=O)CN(C)C)Oc2cc(C#CCC3CCCC3)ccc2S1(=O)=O,12
C[C@@H]1CN([C@H](C)CO)C(=O)c2cc(-c3cncnc3)cnc2O[C@H]1CN(C)C(=O)c1ccccc1F,-2
# Continuation.
SMILES,NSD2 inh
COc1ccc(NC(=O)Nc2ccc3c(c2)C(=O)N([C@@H](C)CO)C[C@H](C)[C@H](CN(C)Cc2ccc4c(c2)OCO4)OCCCC[C@@H](C)O3)cc1,-6
Cc1ccc(S(=O)(=O)N(C)C[C@H]2OCc3ccccc3-c3c(n(C)c4ccccc34)C(=O)N([C@H](C)CO)C[C@H]2C)cc1,0
C[C@H]1CN([C@@H](C)CO)C(=O)c2cc(NC(=O)Cn3cnnn3)ccc2O[C@H]1CN(C)S(=O)(=O)c1cccs1,0
CCCC#Cc1cnc2c(c1)C(=O)N([C@H](C)CO)C[C@@H](C)[C@H](CN(C)C(=O)NC1CCCC1)O2,2
Cc1noc(C)c1S(=O)(=O)Nc1ccc2c(c1)C(=O)N([C@H](C)CO)C[C@H](C)[C@@H](CN(C)C(=O)Nc1cccc3ccccc13)OCCCC[C@@H](C)O2,-2
C[C@@H]1CN([C@@H](C)CO)C(=O)Cc2cc(NC(=O)Cn3cnnn3)ccc2O[C@H]1CN(C)S(=O)(=O)c1cn(C)cn1,5
O=C(CCCCCC(=O)N/N=C/c1cccc(Br)c1)NO,6
CC(C)NC(=O)Nc1ccc2c(c1)CC(=O)N([C@H](C)CO)C[C@H](C)[C@@H](CN(C)Cc1ccncc1)O2,-2
Cc1ccc(S(=O)(=O)N(C)C[C@@H]2OCc3cn(nn3)CCCC(=O)N([C@@H](C)CO)C[C@@H]2C)cc1,0
Cc1sc2c(c1C)-c1nc(SCC(=O)C(C)(C)C)ncc1S(=O)(=O)N2C,-15

# 4 neighbouring records already listed, for reference:
SMILES,NSD2 inh
O=C(CCCCCC(=O)N/N=C/c1cccc(Br)c1)NO,6
CC(C)NC(=O)Nc1ccc2c(c1)CC(=O)N([C@H](C)CO)C[C@H](C)[C@@H](CN(C)Cc1ccncc1)O2,-2
Cc1ccc(S(=O)(=O)N(C)C[C@@H]2OCc3cn(nn3)CCCC(=O)N([C@@H](C)CO)C[C@@H]2C)cc1,0
Cc1sc2c(c1C)-c1nc(SCC(=O)C(C)(C)C)ncc1S(=O)(=O)N2C,-15

# Other records:
SMILES,NSD2 inh
COc1cc(-c2oc3cc(O)cc(O)c3c(=O)c2O)ccc1O,-4
C[C@@H]1CN([C@@H](C)CO)C(=O)c2cc(-c3ccc(F)cc3)cnc2O[C@@H]1CN(C)C(=O)c1ccccc1F,6
Cc1noc(C)c1NC(=O)Nc1ccc2c(c1)CC(=O)N([C@H](C)CO)C[C@@H](C)[C@H](CN(C)Cc1ccc(-c3ccccc3)cc1)O2,-9
O=C1O[C@H](c2ccccc2)[C@H](c2ccccc2)N2[C@H]1[C@@H](C(=O)N1CCCCCCC1)[C@]1(C(=O)Nc3ccc(C#CC4=CCCCC4)cc31)[C@H]2c1ccc(O)cc1,4
C[C@H](CO)N1C[C@H](C)[C@@H](CN(C)C(=O)c2cccnc2)Oc2cc(/C=C/c3ccccc3)ccc2S1(=O)=O,0
CNC[C@@H]1OCCCC[C@H](C)Oc2ccc(NC(=O)NC3CCCCC3)cc2C(=O)N([C@@H](C)CO)C[C@@H]1C,2
COc1ccccc1NC(=O)N(C)C[C@@H]1Oc2ncc(Br)cc2C(=O)N([C@H](C)CO)C[C@H]1C,1
COc1ccc([C@H]2COc3c(ccc(O)c3OC)C2)c(OC)c1O,1
C[C@H]1CN([C@@H](C)CO)C(=O)Cc2cc(NC(=O)CCC(F)(F)F)ccc2O[C@H]1CN(C)Cc1ccc(-c2ccccc2)cc1,1
C[C@@H]1CCCCO[C@H](CN(C)Cc2ccc(C(=O)O)cc2)[C@H](C)CN([C@H](C)CO)C(=O)c2cc(NS(=O)(=O)c3cn(C)cn3)ccc2O1,-6
CNC[C@H]1Oc2cc(C#CC3CCCC3)ccc2S(=O)(=O)N([C@H](C)CO)C[C@H]1C,15
C[C@H](O)C#Cc1ccc2c(c1)O[C@H](CN(C)Cc1ccncc1)[C@@H](C)CN([C@H](C)CO)S2(=O)=O,3
C[C@@H]1CN([C@H](C)CO)C(=O)c2cc(NS(=O)(=O)c3ccc(Cl)cc3)ccc2O[C@@H]1CN(C)Cc1ccc(C(=O)O)cc1,1
C[C@@H]1CN([C@H](C)CO)C(=O)c2cc(NS(C)(=O)=O)ccc2O[C@@H]1CN(C)Cc1ccncc1,2
